STAT1 act – activators of IFN-gamma induced STAT1 signaling. actives 2.6% (n = 200,000). activation (% of control), % at 5.5 µM. NIH 3T3 STAT1-luciferase reporter, luminescence; 100% = IFN-gamma alone, no compound;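 active = activation above the screen-wide mean activation plus 3 SD, cut at about 130% in these data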;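 also: raw ratio to IFN-gamma control signal so 100% means no change and 0% no light; values of inactives mirror those of a sister screen read the other way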
NF-kB expr up – NF-kB expression increase, human neuronal cells; NF-kB reporter expression; stronger effect = higher value; actives 1.6% (n = 190,000); fold change at 12.5 µM; AID 1239; in the data active = fold change above about 3.3
DTT redox prof – compounds producing H2O2 with reducing agent – biochemical, NIH compound library profiling, artefact control for MLSCN library redox annotation, primary screen. DTT-dependent redox cycling H2O2, phenol red/HRP absorbance; 100% = 100 µM peroxide control, 0% = buffer. activation, % at 10 µM. actives 0.03% (n = 200,000). AID 878;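 active = activation of at least 50% relative to the plate's high and low controls in the primary single-dose screen; inactive = activation below 50%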;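 also: compound incubated with DTT at 0.8 mM final as the reducing agent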
Hsp70 act – transcriptional activators of Hsp70; HeLa Hsp70 promoter luciferase reporter, luminescence; scaled: vehicle 0, proteasome-inhibitor control 100%; activation, % at 10 µM; actives 0.04% (n = 200,000);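 active = activation above the mean across all tested compounds plus 3 SD, cutoff set per campaign, cut at about 5.5% in these data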;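 also: 100% = MG132 at 30 µM as the positive control and 0% = DMSO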
G6PDH counter – L. mesenteroides G6PDH inhibition counter-screen | Purified L. mesenteroides G6PDH, diaphorase/resazurin coupled fluorescence, 45 min | inhibition, % at 5 µM | actives 0.12% (n = 200,000) | AID 1020; in the data active = inhibition above about 50%
Efa HMGR inh – E. faecalis class II HMG-CoA reductase inhibition; purified E. faecalis HMGR, NADPH absorbance 340 nm kinetic; inhibition, % at 10 µM; actives 0.41% (n = 190,000);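 active = inhibition above a set limit, the median over all tested compounds plus 3 SD, cut at about 9.5% in these data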;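 also: enzyme runs in reverse so mevalonate oxidation gives rising NADPH absorbance; 0% = complete reaction with DMSO and 100% = background rate lacking mevalonate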
APP 5'UTR act – APP 5'UTR luciferase reporter activation; activation, % at 2 µM; SH-SY5Y APP 5'UTR luciferase reporter, luminescence; zero percent = DMSO vehicle wells; actives 1% (n = 190,000);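 active = activation above a set limit, based on mean plus 3 SD of controls, cut at about 140% in these data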; also: values of inactives mirror those of a sister screen read the other way
FLuc inhib CS – Photinus pyralis luciferase inhibition counter-screen | ATPLite firefly luciferase biochemical luminescence, 10 min | inhibition, % at 10 µM | actives 1.5% (n = 200,000) | AID 1006;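 active = inhibition above about 50% when tested at 10 µM, limit read from the data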
Target sequence (P08659 whole entry, looked up): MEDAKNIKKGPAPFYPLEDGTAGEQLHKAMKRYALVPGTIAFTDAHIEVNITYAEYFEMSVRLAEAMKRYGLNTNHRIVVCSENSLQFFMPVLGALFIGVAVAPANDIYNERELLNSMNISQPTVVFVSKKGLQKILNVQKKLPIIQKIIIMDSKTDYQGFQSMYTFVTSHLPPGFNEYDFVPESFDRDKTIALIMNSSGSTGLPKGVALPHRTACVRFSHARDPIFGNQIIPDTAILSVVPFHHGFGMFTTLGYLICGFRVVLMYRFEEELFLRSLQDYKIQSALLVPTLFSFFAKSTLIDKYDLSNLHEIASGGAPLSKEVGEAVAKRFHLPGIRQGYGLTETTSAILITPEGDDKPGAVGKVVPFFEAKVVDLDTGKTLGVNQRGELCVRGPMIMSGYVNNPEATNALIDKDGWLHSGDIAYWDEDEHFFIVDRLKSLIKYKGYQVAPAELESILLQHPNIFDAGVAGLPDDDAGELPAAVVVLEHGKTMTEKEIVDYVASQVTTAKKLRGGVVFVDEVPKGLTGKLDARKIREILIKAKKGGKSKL
FLuc act counter – affects firefly luciferase, flagging false hits in luciferase stimulation screens. activation factor at 10 µM. P08659. ATPlite luciferase biochemical, luminescence, 10 min; 0 = ATP-free wells, 1 = DMSO control. 200,000 tested, under 10 active. AID 1027;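 active = luciferase activation factor, scaled between plate controls, of at least 2 with compound at 10 µM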
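test system = cell-free luciferase reagent | medium = PBS as buffer for the ATP substrate | dosing = test compounds dosed from 2 mM stocks in 100% DMSO | incubation = 10 min at ambient temperature | detection = luminescence measurement of luciferase light output | benchmarks = low control with PBS replacing ATP, high control enzyme plus ATP without compound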
APP transl inh – APP translation inhibition; SH-SY5Y APP 5'UTR-luciferase reporter, luminescence; inhibition, % at 2 µM; actives 0.82% (n = 190,000);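 active = inhibition above a set limit, derived from the sample mean plus 3 SD, cut at about 45% in these data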; also: values of inactives mirror those of a sister screen read the other way
* marks the source's active call; other numbers are inactive results; / = not tested or not shown.

SMILES	STAT1 act	NF-kB expr up	DTT redox prof	Hsp70 act	G6PDH counter	Efa HMGR inh	APP 5'UTR act	FLuc inhib CS	FLuc act counter	APP transl inh
O=C(Nc1ccc2c(c1)OCO2)c1ccc2c(c1)OCO2	132*	8*	-0.8	-0.2	3	-5	138*	83*	0.2	-138
c1ccc(-c2nc3ccccc3s2)nc1	158*	4.7*	1.5	0.3	5	-1	123	61*	0.4	-123
O=C1OC(Nc2ccc(Cl)cn2)c2ccccc21 (centres undefined)	105	1.1	0.3	-0.2	1	2	-6	-7	1.1	6
Cc1cc(Br)c(S(=O)(=O)NCCN2CCOCC2)cc1C	98	1.2	-0.1	-0.2	1	-3	6	-6	1.1	-6
COC(=O)c1ccc(CSc2nc3sc4c(c3c(=O)n2C)CCCC4)o1	103	1	-1.8	-0.1	-2	1	-2	-4	1	2
CCCCC(=O)N(CCOC)c1nnc(-c2ccccc2C)s1	98	1.1	-1.6	-0.4	7	-2	7	-5	1	-7
CCN(c1ccccc1)S(=O)(=O)c1ccc(Cl)c(NC(=O)Nc2ccc(Cl)cc2C#N)c1	98	0.99	0.0	-0.3	0	-1	0	-5	1.1	0
O=C(O)c1ccc(CN2C(=O)CSC2=S)cc1	97	1	-0.6	-0.2	-10	-5	2	-5	1	-2
CCOc1ncccc1C(=O)N1CCN(C(c2ccccc2)c2ccccc2)CC1	120	1	-0.2	-0.3	8	2	15	-11	1.1	-16
CCC(CC)c1nnc(NC(=O)Cc2ccccc2[N+](=O)[O-])s1	100	1.1	-1.0	0.2	6	0	0	1	1	0
Cc1ccc(-c2nc(=S)c3c(n2Cc2ccco2)CCCC3)cc1	100	1.8	-1.9	0.1	-12	2	-4	-11	1.1	4
COc1cc2c(cc1NC(=O)c1cc(-c3ccncc3)nc3ccc(C)cc13)oc1ccccc12	102	1.2	-1.1	-0.2	-47	-3	7	-5	1	-7
CCCCNS(=O)(=O)c1ccc(NC(=O)C2CCCO2)cc1 (centres undefined)	94	1	-0.4	-0.4	-1	-2	15	-5	1.1	-15
N/C(Cc1ccc([N+](=O)[O-])cc1)=N\OC(=O)c1ccccc1F	126	1.4	2.0	-0.3	13	-5	34	-6	1.1	-34
CCC(C)NC(=O)C(=O)NCc1ccccn1 (centres undefined)	96	/	-0.4	0.1	10	-1	4	-5	1.1	-4
O=S(=O)(Nc1nc2ccccc2nc1-[n+]1ccccc1)c1ccc(Cl)cc1	102	1.2	0.5	-0.1	6	0	6	-6	1.1	-6
O=C(c1ccccc1)c1ccncc1	108	1	2.3	-0.1	3	0	5	-4	1	-5
CCNC(=O)c1ccc(NS(=O)(=O)c2ccccc2)cc1	96	1.1	1.7	-0.2	-6	4	-1	-6	1.1	1
O=C(CSc1nc2ccccc2c(=O)[nH]1)c1ccc(O)cc1O	40	0.75	-1.6	0.1	6	-4	21	5	0.9	-21
O=C(O)C1C2C=CC(C2)C1C(=O)NCCc1ccncc1 (centres undefined)	95	2.3	2.1	-0.1	0	-1	-5	1	1	5
Cc1ccc(-c2nn(CC(=O)Nc3cccnc3)c(=O)c3ccccc23)cc1	95	0.76	-0.2	-0.5	0	-5	-15	-7	1.1	15
CC1=NN(c2nc(-c3ccc(C)cc3)cs2)C(=O)C1N=Nc1ccc(C(N)=O)cc1 (centres undefined)	95	0.81	0.1	0.2	4	-6	-33	1	1	33
NNc1cc([N+](=O)[O-])cc2c1C(=O)N(Cc1ccccc1)S2=O (centres undefined)	96	1	-1.1	-0.1	2	-5	8	-2	1	-8
Cc1ccc(NCc2n[nH]c(=S)n2-c2ccccc2)c(C)c1	104	0.99	-1.3	-0.3	10	-4	-15	0	1	15
CC(NC(=O)COC(=O)c1ccc2ccccc2n1)C1CC2CCC1C2 (centres undefined)	98	1.2	-1.9	-0.3	-2	0	4	-6	1.1	-4

An excerpt from above in order of length of the SMILES, ascending.
SMILES	STAT1 act	NF-kB expr up	DTT redox prof	Hsp70 act	G6PDH counter	Efa HMGR inh	APP 5'UTR act	FLuc inhib CS	FLuc act counter	APP transl inh
c1ccc(-c2nc3ccccc3s2)nc1	158*	4.7*	1.5	0.3	5	-1	123	61*	0.4	-123
CCNC(=O)c1ccc(NS(=O)(=O)c2ccccc2)cc1	96	1.1	1.7	-0.2	-6	4	-1	-6	1.1	1
CC(NC(=O)COC(=O)c1ccc2ccccc2n1)C1CC2CCC1C2 (centres undefined)	98	1.2	-1.9	-0.3	-2	0	4	-6	1.1	-4
COC(=O)c1ccc(CSc2nc3sc4c(c3c(=O)n2C)CCCC4)o1	103	1	-1.8	-0.1	-2	1	-2	-4	1	2

Additional entries.
SMILES	STAT1 act	NF-kB expr up	DTT redox prof	Hsp70 act	G6PDH counter	Efa HMGR inh	APP 5'UTR act	FLuc inhib CS	FLuc act counter	APP transl inh
COc1cccc(NC(=S)N(CCCN2CCOCC2)Cc2cn(C)c3ccccc23)c1	104	0.73	0.3	-0.3	8	-3	11	-11	1.1	-11
O=C1Nc2ccc(Br)cc2/C1=C/C1CC=CCC1 (centres undefined)	94	0.84	-0.6	-0.3	4	1	60	-5	1.1	-60
COc1ccc(C2NC(=O)NC(c3ccccc3)=C2c2nc3ccccc3s2)cc1 (centres undefined)	97	0.69	-0.8	-0.2	11	-4	-17	-2	1	17
Cn1cc(CN2C[C@]3(C)C[C@H]2CC(C)(C)C3)c(-c2ccc3c(c2)OCCO3)n1	105	1.3	9.6	0.2	6	-7	1	-2	1	-1
CCOC(=O)CNC(=S)N(Cc1ccccc1)Cc1ccccc1F	101	1	-0.8	-0.1	8	-2	-8	-8	1.1	8
Cc1ccc2c(c1)N(CCC(=O)NC1CC1)C(=O)C(C)O2 (centres undefined)	99	1.3	2.8	-0.3	4	-3	5	-6	1.1	-5
O=C(CCCn1c(=S)[nH]c2cc3c(cc2c1=O)OCO3)N1CCN(c2ccc(F)cc2)CC1	89	0.81	-1.1	-0.3	12	-7	-3	-7	1.1	3
O=C(CSc1ncn[nH]1)Nc1nc(-c2ccccc2)ns1	102	1.4	-0.6	-0.2	7	3	12	4	1	-12
COc1ccc(C2C(C(=O)c3ccccc3)=C(C)Nc3nc4ccccc4n32)c(OC)c1 (centres undefined)	105	0.69	0.5	-0.2	4	-4	9	-3	1	-9
Cc1noc(C)c1C(=O)NC(C)c1ccc(Cl)cc1Cl (centres undefined)	99	1	-0.8	0.7	2	0	-8	-7	1.1	8
O=C(Nc1ccccc1)N(CCc1nc2ccccc2[nH]1)C1CCCC1	104	1	4.3	-0.3	4	1	31	-3	1	-31
Cc1ccc(NC(=O)CN(C)C(=O)Cn2cc(C(F)(F)F)ccc2=O)cc1	97	1	-0.1	-0.3	18	-7	13	-9	1.1	-13
CC1CC(=O)c2cnc(NCC3CCCO3)nc2C1 (centres undefined)	104	1	2.5	0.0	-3	-3	-6	0	1	6
Cc1n[nH]c(C)c1S(=O)(=O)N1CCCC(C(=O)Nc2ccc3c(c2)OCCO3)C1 (centres undefined)	106	0.73	0.5	-0.2	1	4	-1	-3	1	1
O=C(Nc1ccc2c(c1)C(=O)N(c1ccccc1)C2=O)C1CCCO1 (centres undefined)	126	1.3	-2.8	0.2	5	12*	-2	6	0.9	2
CCN(C(=O)CSc1ccc2ccccc2c1)C1CCS(=O)(=O)C1 (centres undefined)	106	1.1	-1.1	-0.4	-5	2	-10	-14	1.1	10
CC(=O)NC(CC(=O)NCC(c1ccco1)N(C)C)c1ccccc1 (centres undefined)	97	/	0.1	-0.3	0	/	4	-1	1	-4
CCOc1ccc(S(=O)(=O)NC(Cc2cnc[nH]2)C(=O)O)cc1 (centres undefined)	96	1.1	0.2	-0.1	-3	2	14	-8	1.1	-14
Cc1ccc(C(=O)NC(=S)NCC(=O)c2ccccc2)cc1	107	1.1	-3.6	0.0	5	-2	5	-4	1	-5
CC12CCC(C(=O)N3CCCCCC3)(OC1=O)C2(C)C (centres undefined)	102	1.2	0.0	0.0	-2	-3	-9	-9	1.1	9
CC1CN(C(=O)N2CCCCC2)CCN1C(=O)N1CCCCC1 (centres undefined)	97	1.4	15	-0.6	3	-2	6	-8	1.1	-6
CN(CC(=O)Nc1ccccc1Br)c1ncnc2sccc12	87	0.96	-0.5	0.2	4	2	10	-2	1	-10
Cc1ccc(-n2ncc3c(=O)n(-c4ccc(C)c(C)c4)c(-c4ccco4)nc32)cc1	94	0.75	-1.9	-0.2	1	3	-6	-3	1	6
Cc1cc(C)c(NC(=O)C2CCCN2C)c(C)c1 (centres undefined)	105	1.1	-3.5	-0.1	5	-2	1	-5	1	-1
CC1CCCCN1C(=O)COc1ccc2ccc(=O)oc2c1 (centres undefined)	100	0.88	-0.2	0.1	6	-5	39	1	1	-39

Continuation:
SMILES	STAT1 act	NF-kB expr up	DTT redox prof	Hsp70 act	G6PDH counter	Efa HMGR inh	APP 5'UTR act	FLuc inhib CS	FLuc act counter	APP transl inh
O=[N+]([O-])c1ccccc1CNC(Cc1ccccc1)c1ccccc1 (centres undefined)	102	0.94	0.1	-0.2	11	-1	3	-4	1	-2
CC1Cc2ccccc2N1S(=O)(=O)c1cccc(C(=O)NCCCn2ccnc2)c1 (centres undefined)	91	0.77	0.4	-0.3	6	2	12	6	0.9	-12
COc1cc(NC(=O)C(=O)NNC(=O)C2CCCCC2)c(OC)cc1Cl	99	1.2	0.1	-0.2	4	-9	-19	-1	1	19
O=C(CN1C(=O)c2ccccc2C1=O)NCc1ccncc1	102	1	0.5	-0.2	4	-4	-17	0	1	17
Cc1ccc(NC(=S)Nn2cnnc2)cc1	96	1	-1.2	-0.4	9	-1	10	-5	1.1	-10
Cn1c(=O)c2c(SCC(=O)N3CCOCC3)nc(C3CC3)nc2n(C)c1=O	99	1.1	0.6	-0.1	-24	-6	12	-1	1	-12
Cc1ccc(CNC(=O)C2CC(=O)N(c3ccc(OCC(=O)N4CCCC4)cc3)C2)cc1 (centres undefined)	103	1	1.4	-0.2	-2	-14	4	-4	1	-4
CCCCOC(=O)CNc1n[nH]c(=S)[nH]c1=O	91	0.76	0.4	-0.4	6	-6	-7	-1	1	7
COc1cc(/C=N/NC(=S)Nc2cccc(S(=O)(=O)N(C)C)c2)ccc1O	112	0.47	-0.6	-0.5	3	-2	-4	20	0.8	4
Cc1cccc(-n2c(-c3csc(C)c3)n[nH]c2=S)c1	93	0.93	-1.9	0.1	7	4	11	1	1	-11
COc1cc(NC(=O)CSc2ncccc2C(=O)OC(C)C)cc(OC)c1	96	0.84	0.1	-0.3	2	-1	/	-7	1.1	/
COc1ccc(/C=C/C(=O)OCC(=O)Nc2ccc(N3CCOCC3)cc2)cc1	101	1.1	0.8	-0.2	-3	3	-9	3	1	9
CCOc1ccc(NC(=O)C2CC(C)=C(C)CC2C(=O)O)cc1 (centres undefined)	96	1.1	-0.2	-0.6	-4	-3	4	-5	1	-4
CCOC(=O)CC1C(=O)NCCN1Cc1cccs1 (centres undefined)	100	1.5	0.0	-0.4	8	-4	1	-10	1.1	-1
COc1ccc(/C=N/NC(=O)c2ccoc2C)cc1COc1ccc(Cl)cc1	112	1.6	0.8	-0.2	16	5	51	-7	1.1	-51
O=C(O)C1CCCN(S(=O)(=O)c2cccs2)C1 (centres undefined)	92	1.1	-0.6	-0.4	4	-4	0	-7	1.1	0
Cc1ccc(C2CC(c3cccs3)=NN2C(=O)c2ccco2)o1 (centres undefined)	99	0.98	-0.1	0.0	14	-2	15	-2	1	-15

High-throughput results deposited in PubChem BioAssay by several laboratories.
